CRFBP-R2 block: blocks CRF-induced signaling of the CRF-BP/CRF-R2 complex | HEK293 CRF-R2/CRF-BP, CRF-induced calcium fluorescence | inhibition, % at 11.8 µM | actives 0.59% (n = 350,000);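 active means inhibition of the ligand-induced calcium signal above about 50% at the single tested concentration, limit read from the data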
NS3 helicase inh: HCV NS3 helicase inhibition; NS3 helicase DNA unwinding, Cy5 molecular beacon fluorescence; inhibition, % at 10.9 µM; actives 0.56% (n = 290,000); AID 1800;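 active means inhibition above the mean of all tested compounds plus 3 SD, set per campaign, cut at about 35% in these data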;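 further: 0% = DMSO wells and 100% = thioflavine S control wells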
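Test system: hepatitis C virus NS3 helicase domain fragment enzyme. Also added: annealed dual-labelled DNA beacon duplex, ATP-started. Timing: 60 min unwinding reaction at 25 °C after ATP addition. Technique: Cy5 fluorescence. Measure: % inhibition of unwinding.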
CRFR2-BP ag: CRF-BP/CRF-R2 complex agonism; activation, % at 13.2 µM; HEK293 CRF-R2/CRF-BP, calcium dye fluorescence (FLIPR); percent of saturating CRF peptide response; actives 0.46% (n = 350,000);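 active means activation of at least 50%, plus an integration ratio under a set limit after plate pattern correction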;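 further: plate controls were neutral control wells without compound for no effect and CRF at EC100 for full effect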
GalR3 antagonist: human GalR3 antagonism; O60755; HEK293 GalR3-CNG cAMP membrane potential fluorescence; galR3 body fused to GalR1 C-terminus; inhibition, % at 3 µM; actives 0.44% (n = 360,000); AID 651719;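 active means inhibition above the screen-wide average plus 3 SD, cut at about 13% in these data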;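 further: forskolin and galanin both at EC90 stimulate the cells; cAMP rise reported by CNG channel membrane potential dye signal; 0% = forskolin plus galanin with DMSO and 100% = forskolin alone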
Target sequence (O60755 1-299 limits assumed): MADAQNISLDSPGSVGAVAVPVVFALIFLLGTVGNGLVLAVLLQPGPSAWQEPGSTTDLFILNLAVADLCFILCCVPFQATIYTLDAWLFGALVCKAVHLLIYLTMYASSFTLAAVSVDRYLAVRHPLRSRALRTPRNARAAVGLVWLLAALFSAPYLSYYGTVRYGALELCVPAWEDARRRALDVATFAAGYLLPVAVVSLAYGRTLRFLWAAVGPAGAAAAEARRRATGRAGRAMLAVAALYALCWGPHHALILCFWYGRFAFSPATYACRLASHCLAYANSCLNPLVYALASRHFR
MEKK3 PB1 HTS: MEKK3-MEK5 PB1 interaction, increase or decrease | Q99759 | bead-based flow cytometry, Alexa488-MEK5 binding to MEKK3; actives lie on both sides; 0 = blocked by unlabeled MEK5, 100 = vehicle | binding response (% of control), % at 10 µM | actives 1.4% (n = 290,000) | AID 1529;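 active means binding response more than 3 SD above or below the average of its plate-row segment, actives on both sides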;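 further: Alexa488 bead fluorescence after subtracting the streptavidin-only scavenger bead signal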
Target sequence (Q99759 whole entry, looked up): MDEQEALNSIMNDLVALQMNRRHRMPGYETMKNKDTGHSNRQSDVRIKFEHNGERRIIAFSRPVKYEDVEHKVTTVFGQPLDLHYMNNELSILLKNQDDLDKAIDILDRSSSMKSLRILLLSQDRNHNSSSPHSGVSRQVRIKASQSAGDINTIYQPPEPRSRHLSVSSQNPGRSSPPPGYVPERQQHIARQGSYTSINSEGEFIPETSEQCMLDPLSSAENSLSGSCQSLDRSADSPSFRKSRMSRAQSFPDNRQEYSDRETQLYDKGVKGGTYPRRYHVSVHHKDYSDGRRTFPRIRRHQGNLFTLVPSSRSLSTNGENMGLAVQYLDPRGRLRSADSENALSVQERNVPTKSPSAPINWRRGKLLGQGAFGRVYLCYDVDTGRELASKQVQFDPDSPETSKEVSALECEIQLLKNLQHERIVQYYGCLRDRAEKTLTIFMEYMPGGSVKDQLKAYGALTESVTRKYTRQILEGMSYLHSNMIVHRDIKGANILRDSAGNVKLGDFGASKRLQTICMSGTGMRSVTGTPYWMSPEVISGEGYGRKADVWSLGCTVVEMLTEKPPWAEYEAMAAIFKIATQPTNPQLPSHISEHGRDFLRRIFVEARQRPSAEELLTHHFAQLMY
FID counter: fluorescent intercalator displacement, NS3 helicase counter-screen; DNA fluorescent intercalator displacement, fluorescence; inhibition, % at 7.9 µM; actives 0.17% (n = 290,000); AID 1845; in the data active means inhibition above about 37%;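 further: 0% = vehicle and 100% = reference compound; higher means more ethidium bromide displaced from hairpin DNA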
MEKK2mut PB1 HTS: signal of MEK5 binding to mutant human MEKK2 PB1 domain | bead flow cytometry, Alexa488-MEK5 binding to MEKK2 mutant | percent response, % at 10 µM | actives 0.35% (n = 290,000) | AID 1530; in the data active means percent response above about 24%, passing the limit was not always enough; further: inactives centre near 1; some results filed as inactive read as strong as hits; reference of the scale not given here
MEKK2 WT-MEK5: raises or lowers MEK5 binding to wildtype human MEKK2 PB1 domain | Q9Y2U5 | bead flow cytometry, Alexa488-MEK5 binding to MEKK2 WT; actives lie on both sides | binding response (% of control), % at 10 µM | actives 1.1% (n = 290,000); in the data active means binding response below about 67% or above about 130%
SUMO HTRF inh: blocks human SUMOylation mediated by UBC9. HTRF SUMOylation assay, SAE1/SAE2 + UBC9, in vitro. inhibition, % at 35 µM. actives 0.36% (n = 290,000). AID 2006; in the data active means inhibition above about 50%, passing the limit was not always enough; further: strong numbers were not always called active
Target sequence (P63279 whole entry, looked up): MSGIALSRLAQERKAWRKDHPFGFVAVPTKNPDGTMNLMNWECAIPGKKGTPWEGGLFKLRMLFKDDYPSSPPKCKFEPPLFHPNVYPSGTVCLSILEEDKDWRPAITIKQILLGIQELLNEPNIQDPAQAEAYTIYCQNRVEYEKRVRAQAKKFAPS
An asterisk follows results filed as active; nt = no result given; [ ] = another dose, or the depositor's remark. The list is partial, so the mix of outcomes need not match the whole.

Second line of a record – SUMO HTRF inh	CRFBP-R2 block	NS3 helicase inh	GalR3 antagonist	MEKK2 WT-MEK5	CRFR2-BP ag	MEKK3 PB1 HTS	FID counter	MEKK2mut PB1 HTS
O=S1(=O)NC(=NCc2ccco2)c2ccccc21
→ -6	-21	3	-4	104	-1.6	99	0	1
CCCCCCCC1(C)NC(=O)N(c2ccccc2)N1 (centres undefined)
→ 7	-29	6	-5	97	-0.6	97	-10	0
Cc1cc(NC(=O)CSc2nnc(C)c(=O)n2N)no1
→ 15	4	-19	-1	101	4.0	104	-6	3
COC(=O)CCCC1=CC2=CC(=O)C(C)(OC(=O)c3cccs3)C(=O)C2=CN1Cc1ccc2c(c1)OCO2 (centres undefined)
→ 22	7	nt	-8	102	-1.8	96	nt	5
CC(=O)Nc1ccc(NC(=O)N(c2ccccc2)c2ccccc2)cc1
→ 6	16	-12	-7	99	-0.5	100	-19	-2
COc1cccc(Oc2nc(N)ncc2[N+](=O)[O-])c1
→ -8	-11	-6	-6	104	-0.2	98	-1	1
CCCC(NC(=O)CCl)c1ccccc1 (centres undefined)
→ 5	3	0	-4	106	-2.9	103	1	16
CCOC(=O)c1ccc(-n2c(CN3CCN(CCO)CC3)nc3ccc([N+](=O)[O-])cc3c2=O)cc1
→ 0	-1	-4	-3	105	1.6	107	1	2
Cc1ccc(C)c(NC(=O)CSc2nnc(C)c(=O)n2N)c1
→ 9	8	9	12	109	2.1	107	-7	0
CC(Oc1ccccc1)C(=O)NNC(=O)c1cccs1 (centres undefined)
→ 9	2	4	-3	98	0.5	98	-2	-4
O=C1CC(=O)N(Cc2ccco2)C(=O)N1
→ 27	-2	12	-6	nt	11	nt	-13	nt
CC(C)N(C(=O)COC(=O)c1cccc(C(=O)OCC(=O)N(C(C)C)C(C)C)n1)C(C)C
→ -8	17	7	0	107	0.0	109	-17	-1
COc1cc(OC)c(-c2nc3ccccc3s2)cc1OC
→ 15	-5	-1	-7	96	0.9	96	-17	-7
COc1cccc(C2CCCN2Cc2nc(-c3sccc3C)oc2C)c1 (centres undefined)
→ 14	-3	7	-4	105	-0.6	100	-5	0
CCOC(=O)c1c(NC(=O)CSc2nc3ccccc3c(=O)n2-c2ccccc2)sc(C(C)=O)c1C
→ 5	-15	5	-5	97	12	94	0	-2
Cc1cc(OCCCCCNCCO)cc(C)c1Cl
→ 10	-23	-28	-9	123	4.8	107	22	8
CC(C)c1nc2sc3c(c2c(=O)o1)CCCC3
→ 12	-3	-2	1	94	-4.4	94	0	-2
O=C(CN1C(=O)C(=O)N(Cc2ccco2)C1=O)NC1CCCCC1
→ 0	-9	0	-6	96	-0.9	103	6	-2
CCN(C#N)c1nc(N(C)C)nc(N(C)C)n1
→ 11	13	-6	-3	90	-0.2	93	-6	-5
Cc1cc(C)n(S(=O)(=O)c2ccccc2)n1
→ 2	-2	-22	-6	96	0.9	101	1	8
CC1(C)CC(=O)CC(C)(C)N1OC(=O)c1ccncc1
→ -5	7	0	-5	100	-0.1	95	10	6
O=C(NCc1cccs1)C1CCN(S(=O)(=O)c2ccccc2F)CC1
→ 8	-10	10	1	101	-0.1	98	-8	4
O=C(NC1CCCCC1)c1cc(-c2ccccn2)nc2ccccc12
→ 2	8	6	-3	103	-4.0	105	-24	-1
O=C(NN1C(=O)C2C(C1=O)C1C=CC2C12CC2)c1cccnc1 (centres undefined)
→ 5	8	3	-5	97	0.9	103	0	-9
COc1ccc(OCC(=O)OCC(=O)NCc2ccco2)cc1
→ -1	-29	2	1	105	-2.4	109	1	13
Cc1cccc(-n2nnnc2SCC(=O)Nc2ccc(N3CCN(C)CC3)cc2)c1
→ 5	-9	-53	-7	110	-0.2	100	18	9
CCCc1cc(=O)[nH]c(SCC(=O)NCCC2=CCCCC2)n1
→ 0	1	17	-6	97	0.0	102	-18	-4
CCOC(=O)Nc1ccc2c(c1)N(C(=O)CN(C)C)c1ccccc1CC2
→ 11	-14	2	3	107	-2.1	103	9	8
COc1ccccc1CCC(=O)N(Cc1ccccc1)c1c(N)n(Cc2ccccc2)c(=O)[nH]c1=O
→ -8	-8	7	-4	105	1.1	105	-31	4
O=S(=O)(O)c1cc(O)c2c(O)c(N=Nc3cc(Cl)ccc3O)c(S(=O)(=O)O)cc2c1
→ -30	-1	34	nt	94	-0.6	96	-31	-10
Cc1ccc(CNC(=O)CN2CCN(Cc3ccc(Cl)cc3)C2=O)cc1
→ -9	0	-4	-2	107	-0.3	109	-26	2
Cc1ccc(NC(=O)CCSCCC(=O)Nc2ccc(C)c(C)c2)cc1C
→ 8	0	12	-2	100	-0.1	95	-14	-2
CC(=O)OC1COC(N2CCc3cc([N+](=O)[O-])ccc32)C(OC(C)=O)C1OC(C)=O (centres undefined)
→ 7	0	-4	-3	101	-0.9	98	-3	-1
O=C1/C(=C\c2ccsc2)NC(=S)N1c1ccccc1
→ 3	-12	11	4	87	1.3	95	-1	-6
CCN(CC)C(=O)CSc1nc2sc(C)c(C)c2c(=O)[nH]1
→ 11	-30	4	-5	102	-0.2	98	-16	8
c1ccc(C[n+]2c(-c3ccccc3)csc2Nc2ccccc2)cc1
→ -6	32	-5	-1	100	-1.3	80	-1	-1
O=C(NCc1cccs1)C1CCCN1S(=O)(=O)c1ccccc1F (centres undefined)
→ 30	-13	1	3	96	0.1	93	-2	-5
CCc1nc(N[C@H](C(=O)O)C(C)C)c2oc3ccccc3c2n1
→ 30	6	-4	1	96	-0.6	95	-14	0
Cc1cc(O)ccc1N/C=C/c1onc(C)c1[N+](=O)[O-]
→ 16	-10	23	-1	99	0.0	96	2	-1
COC(=O)Oc1ccc(/C=N/NC(=O)CN(c2ccccc2Cl)S(C)(=O)=O)cc1OC
→ 12	10	-5	-1	107	0.1	108	-27	3
O=C(O)C1C2CCC(C2)C1C(=O)NCCCn1ccnc1 (centres undefined)
→ 28	2	nt	-1	106	-0.8	115	nt	12
O=C(Cn1nnc2ccccc21)N/N=C/c1ccco1
→ 22	-10	-6	-5	108	-1.7	102	-2	17
CCOC(=O)c1sc(NC(C)=O)nc1-c1ccccc1
→ 23	-9	6	-5	-2.0*[inhibitor]	-1.5	1.0*[inhibitor]	-2	-20
O=C(C1CCCN1S(=O)(=O)c1ccc(Cl)c(Cl)c1)N1CCOCC1 (centres undefined)
→ 1	2	25	-1	103	0.7	104	-12	1
COc1cccc(/C=N/n2nnnc2N)c1OCc1ccccc1Cl
→ 17	-10	-5	-3	81	0.5	83	-5	4
CCn1c(CSc2nnc(C)n2-c2ccccc2)nc2cc(S(=O)(=O)N(C)C)ccc21
→ 20	0	1	-2	104	0.5	105	-16	3
COc1ccc2c(c1)-c1c(ssc1=S)C(C)(C)N2C(=O)CSC1=NCCS1
→ -16	-11	-1	-8	92	-0.2	98	7	-6
O=C(Nc1ccc(Cl)cc1)c1csc(-c2ccncc2)n1
→ -9	13	0	-3	83	-0.9	79	-6	-20
CCc1ccc(NC(=O)CC2C(=O)Nc3c2c(=O)n(C)c(=O)n3C)cc1 (centres undefined)
→ 21	13	4	-7	103	5.0	102	-6	4
C/C=N/NC(=O)CCNC(=O)c1ccccc1
→ -6	1	2	-1	103	1.8	104	-10	2
COC(=O)c1ccc(N2CCN(CC(=O)c3ccc(-c4ccccc4)cc3)CC2)c([N+](=O)[O-])c1
→ 15	0	8	nt	nt	1.1	nt	1	nt
O=c1c(Cl)c(N2CCCCC2)cnn1-c1nc2ccccc2[nH]1
→ 13	-4	7	0	98	0.0	99	-13	0
Nc1c(C(=O)NCc2ccco2)nnn1-c1ccccc1
→ -17	-4	4	-3	108	-0.8	111	-5	3
Clc1ccc(-n2cccc2/C=N/n2cnnc2)cc1
→ 24	-29	-15	7	96	-3.5	95	-2	-1
Cc1cc(C)cc(OCC(=O)Nc2nc3ccc([N+](=O)[O-])cc3s2)c1
→ 5	1	5	-5	101	13	102	7	4
O=S(=O)(c1ccccc1)c1cnc(-c2cccnc2)nc1-c1ccccc1
→ 1	-21	6	-3	103	-0.6	105	-1	2
Cc1cc2nnc(SCC(=O)NCc3cccs3)n2c2ccccc12
→ -3	14	9	-5	98	-0.7	98	-28	2
N#C/C(=C\c1cccs1)C(=O)c1ccccc1
→ 16	-19	10	0	102	-0.1	100	-8	-3
CNc1nc2c3ccccc3n(C(C)=O)c2s1
→ -20	-10	3	1	93	-1.9	96	-1	0
Cc1cc(C)cc(N(C(=O)CCC(=O)Nc2ccccn2)C(C(=O)NC(C)C)c2ccc(O)cc2)c1 (centres undefined)
→ -2	nt	2	nt	106	nt	109	-40	2

Six of these compounds in a different format:
mol | SUMO HTRF inh | CRFBP-R2 block | NS3 helicase inh | GalR3 antagonist | MEKK2 WT-MEK5 | CRFR2-BP ag | MEKK3 PB1 HTS | FID counter | MEKK2mut PB1 HTS
Cc1cc(C)cc(N(C(=O)CCC(=O)Nc2ccccn2)C(C(=O)NC(C)C)c2ccc(O)cc2)c1 (centres undefined) | -2 | nt | 2 | nt | 106 | nt | 109 | -40 | 2
Nc1c(C(=O)NCc2ccco2)nnn1-c1ccccc1 | -17 | -4 | 4 | -3 | 108 | -0.8 | 111 | -5 | 3
CCc1ccc(NC(=O)CC2C(=O)Nc3c2c(=O)n(C)c(=O)n3C)cc1 (centres undefined) | 21 | 13 | 4 | -7 | 103 | 5.0 | 102 | -6 | 4
O=C(Nc1ccc(Cl)cc1)c1csc(-c2ccncc2)n1 | -9 | 13 | 0 | -3 | 83 | -0.9 | 79 | -6 | -20
CCn1c(CSc2nnc(C)n2-c2ccccc2)nc2cc(S(=O)(=O)N(C)C)ccc21 | 20 | 0 | 1 | -2 | 104 | 0.5 | 105 | -16 | 3
C/C=N/NC(=O)CCNC(=O)c1ccccc1 | -6 | 1 | 2 | -1 | 103 | 1.8 | 104 | -10 | 2

(listing goes on)
Second line of a record – SUMO HTRF inh	CRFBP-R2 block	NS3 helicase inh	GalR3 antagonist	MEKK2 WT-MEK5	CRFR2-BP ag	MEKK3 PB1 HTS	FID counter	MEKK2mut PB1 HTS
COC(=O)c1c(NC(NC(=O)c2ccccc2)(C(F)(F)F)C(F)(F)F)sc2c1CCN(C)C2
→ -1	2	0	-10	100	2.2	100	2	-1
Cc1ccc(Nc2nc(N)nc(CN3CCC(C)CC3)n2)c(C)c1
→ nt	9	4	-4	101	-0.4	96	0	3
O=[N+]([O-])c1ccc(Cl)c(S(=O)(=O)N2CCCCCC2)c1
→ 15	0	-7	nt	102	1.2	99	4	-1
CCOc1ccc(C)cc1S(=O)(=O)N1CCCCC1
→ -9	-3	2	-1	100	0.4	101	-6	0
COc1cccc(NC(=O)CN(C)CC(=O)Nc2ccccc2-c2ccccc2)c1
→ 3	0	-6	-6	91	-0.3	90	-28	-3
Cn1c(=O)n(C)c2cc(NC(=O)CCl)ccc21
→ 28	19	6	-2	114	-1.5	109	1	4
CCOC(=O)CN1C(=O)C(Sc2n[nH]c(-c3ccccc3)n2)CCc2ccccc21 (centres undefined)
→ 4	-17	3	-3	99	-2.4	98	-31	-1
COCCn1c(SCC(=O)N2CCCc3ccccc32)nnc1-c1ccco1
→ 4	-2	7	-7	102	-0.8	99	-24	3
Cc1ccc(C(=O)C2COC(=O)C2)cc1 (centres undefined)
→ -1	22	-3	-7	100	-0.9	101	-2	4
CC/C(CC(C)(C)c1ccccc1)=N\O
→ -13	-7	-1	1	103	-1.5	106	-4	-2
CCOC(=O)CN(C)Cc1cn(C)nc1-c1ccc(Oc2ccccc2)cc1
→ 1	24	-15	-8	115	0.1	106	-17	8
O=C(O)c1ccccc1NC(c1ccccc1)c1ccc(Cl)cc1 (centres undefined)
→ 36	36	14	-8	101	0.5	103	-16	7
